High-throughput results deposited in PubChem by several laboratories.
M. tuberculosis GlmU: inhibition of mycobacterial GlmU enzyme – biochemical, glucosamine-1-phosphate acetyltransferase (AID 1376) | Bifunctional protein GlmU (Mycobacterium tuberculosis (strain ATCC 25618 / H37Rv)) | M. tuberculosis GlmU acetyltransferase enzyme assay; higher % means a stronger effect | one-dose inhibition, %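 (tested at 30 µM in the primary screen)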; IC50 in µM for titrated hits | 220,000 compounds, 0.25% hits; in the data active = inhibition above about 13%;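 also: 0% = complete reaction with vehicle and 100% = reaction without substrate; strong numbers were not always called active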
RmlCD inh 1536: M. tuberculosis RmlC/RmlD coupled enzyme inhibitors, primary screen, biochemical, compound mixtures, 384-well, from 1536-well plates | inhibition, % at 3.6 µM | AID 1533, 2009 | 160,000 compounds, 0.03% hits | RmlC+RmlD coupled enzyme assay, percent inhibition; primary screen in compound mixtures | dTDP-4-dehydrorhamnose reductase (Mycobacterium tuberculosis (strain ATCC 25618 / H37Rv)) …; in the data active = inhibition mostly above about 34%, no sharp cut-off; also: some results filed as inactive read as strong as hits
Target sequence (P9WH09 whole entry, looked up): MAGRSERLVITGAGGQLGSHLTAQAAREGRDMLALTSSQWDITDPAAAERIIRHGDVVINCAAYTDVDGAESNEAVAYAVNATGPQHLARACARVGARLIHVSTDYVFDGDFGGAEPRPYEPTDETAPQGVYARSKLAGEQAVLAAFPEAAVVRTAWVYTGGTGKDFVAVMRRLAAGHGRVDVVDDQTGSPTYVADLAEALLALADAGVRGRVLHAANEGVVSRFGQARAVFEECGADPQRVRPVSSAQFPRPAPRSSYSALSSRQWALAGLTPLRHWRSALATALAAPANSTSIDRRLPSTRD
Target sequence (P9WH11 whole entry, looked up): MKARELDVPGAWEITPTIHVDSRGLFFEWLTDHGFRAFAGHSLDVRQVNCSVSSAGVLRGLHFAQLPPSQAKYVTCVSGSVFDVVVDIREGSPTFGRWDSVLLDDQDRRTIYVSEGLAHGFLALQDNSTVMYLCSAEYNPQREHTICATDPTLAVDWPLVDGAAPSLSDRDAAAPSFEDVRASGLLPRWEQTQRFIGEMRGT
An asterisk follows results filed as active; . = no result given. Not all compounds are listed. The share of hits here may be higher or lower than overall.

Molecule	M. tuberculosis GlmU	RmlCD inh 1536
Cc1cc([N+](=O)[O-])nn1Cn1nc([N+](=O)[O-])cc1C	-2.5%	-11
c1csc(C(c2nnnn2C2CCCC2)N2CCCC3(CCCCC3)C2)c1 (stereo not drawn)	-3.2%	.
O=C(NC(=S)Nc1cccc2ncccc12)c1cccs1	-0.6%	-14
CNC(=S)N/N=C/c1ccc(C(C)C)cc1	-0.9%	.
CC12CN3CC(C)(CN(C1)C3c1ccccc1Cl)C2O (stereo not drawn)	-2.0%	9
CCc1ccc2oc(C(=O)NCc3ccncc3)c(C)c2c1	0.1%	.
O=C(Cc1cccs1)Nc1nnc(C2CC2)s1	-3.3%	5
CC(Nc1ccccc1)C(=O)Nc1ccc(F)cc1 (stereo not drawn)	-1.5%	.
COc1ccc(Oc2nc3c(c(=O)n(C)c(=O)n3C)n2Cc2ccccc2)cc1	6.2%	.
COc1ccc(C(CC(=O)N2CCCC(C)C2)c2c(OC)cc(OC)c3ccc(=O)oc23)cc1 (stereo not drawn)	-1.2%	-11
CCCCC1(C)Cc2ccccc2C(=S)N1 (stereo not drawn)	6.5%	-1
CCN(Cc1ccccc1)C(=O)CS(=O)(=O)c1ccccc1	3.1%	12
COC(=O)CN1C(=O)C(O)(CC(=O)c2cccc(Br)c2)c2ccccc21 (stereo not drawn)	-0.6%	4
O=C(COc1ccccc1)OCc1csc(Nc2ccccc2)n1	2.9%	6
CC(=C/C(=O)O)/C=C/c1ccco1	3.2%	10
O=C(c1ccc(F)cc1)C1CCN(Cc2cn[nH]c2-c2ccccc2)CC1	-0.3%	3
O=C1CC(c2ccc3c(c2)OCO3)c2cc3c(cc2N1)OCO3 (stereo not drawn)	1.3%	10
O=C1CNC(=S)N1Cc1ccccc1	-4.3%	-8
C=CCn1c(-c2cc3cccc(OC)c3o2)n[nH]c1=S	2.8%	9
CCN1CCN(Cc2cc(Br)cc(OC)c2O)CC1	-1.1%	-8
Cc1[nH]ccc(=O)c1OCc1ccc(Cl)cc1	-1.9%	.
Cc1nnc(NC(=O)/C=C/c2ccco2)s1	3.5%	.
CCC(=O)Nc1cc(ON=C(C)C)cc([N+](=O)[O-])c1	-2.8%	6
Clc1ccc(-n2cnnn2)cc1	1.4%	44
COc1ccc(CN2CCN(S(=O)(=O)c3ccc(NC(C)=O)cc3)CC2)c(OC)c1OC	-1.1%	-3
Cc1ccc(Cn2c(=N)n(CC(=O)c3ccccc3)c3ccccc32)cc1	-14%	-5
O=C(Nc1cccc(S(=O)(=O)N2CCCCC2)c1)c1ccc(S(=O)(=O)C(F)F)cc1	-1.7%	15
CC(OC(=O)C1CC=CCC1C(N)=O)C(Cl)=C(Cl)Cl (stereo not drawn)	-2.6%	-4
Cn1c(NCc2ccco2)nc2c1c(=O)n(Cc1ccc(Cl)c(Cl)c1)c(=O)n2C	1.6%	-7
CC(CCc1ccccc1)NC(=O)/C=C/c1ccc(Cl)cc1 (stereo not drawn)	-0.1%	3
Cc1sc2nc[nH]c(=S)c2c1-c1ccccc1	-3.2%	-16
CCC(C)[C@H](NC(=O)NCc1ccccc1)C(=O)O (stereo partly drawn)	2.8%	9
CCc1ccc(N2C(=O)/C(=C/c3cccs3)N(CC(=O)OC)C2=S)cc1	0.7%	-7
Cn1c(=O)c2nnn(/N=C(\c3ccccc3)C3CC3)c2n(C)c1=O	-2.3%	-9
C/C(CCC(C)C)=N\Nc1ccc(S(N)(=O)=O)cc1[N+](=O)[O-]	-5.6%	.
CSc1ccccc1NC(=O)COc1ccc(Cl)cc1	1.6%	.
O=C(/C=C/c1cccc([N+](=O)[O-])c1)N1CCN(C(=O)c2ccco2)CC1	-4.5%	6
C=CCN1C(=O)CSc2ccc(C(=O)OCC)cc21	-6.8%	-14
O=C(NCCN1CCCC1)c1cc(-c2ccncc2)nc2ccc(S(=O)(=O)N3CCOCC3)cc12	-8.8%	8
CCOC(=O)CN1N=C(/C=C/c2ccc(C)cc2)CCC1=O	0.0%	.
COC(=O)Cc1ccc(NC(=S)NC2CC2)cc1	-1.4%	7
CN(CC(=O)O/N=C(\N)c1ccc([N+](=O)[O-])cc1)S(=O)(=O)c1ccccc1	-0.9%	-2
O=C(NCCCn1ccnc1)c1cc(S(=O)(=O)N2CCOCC2)ccc1F	6.7%	5
CC(C)(C)c1cc(=O)[nH]c(SCc2ccccc2)n1	0.6%	.
CC(=O)c1cccc(CN2CCN(C3CCCC3)C(CCO)C2)c1 (stereo not drawn)	2.0%	-8
CSc1ncc(CN2CCN(CCC(C)C)C(CCO)C2)cn1 (stereo not drawn)	2.7%	-2
COC(=O)C1=C(O)/C(=C\c2ccc(CNS(=O)(=O)c3ccc(Cl)cc3)o2)N=C1C	9.8%	.
CC(C)[C@H]1COCCS(=O)(=O)N1Cc1ccccc1F	1.1%	.
Cc1sc(NC(=O)c2ccco2)c(CN2CCN(Cc3ccccc3)CC2)c1C	-1.4%	-2
CCCC(=O)Nc1cc(-c2cn3cccnc3n2)ccc1OC	-0.7%	.
COc1cc(-c2ncc3ccccn23)cc(OC)c1OC	.	3
COCCn1c(-c2cccs2)nc2c(c(=O)c3ccccc3n2C)c1=O	1.9%	8
Cc1ccc(C(=O)OCC(=O)N2CCc3ccccc32)cc1	-4.6%	-11
O=C(c1ccco1)N1N=C(c2ccncc2)CC1(O)C(F)(F)F (stereo not drawn)	5.3%	4
O=C(c1ccccc1)n1ccc2ccccc21	0.5%	4
Cc1cc(C)n2nc(SCc3cc(=O)oc4cc(C)c(C)cc34)nc2n1	.	5
O=C(Cn1nnc(-c2cc(C(F)(F)F)cc(C(F)(F)F)c2)n1)NNC(=S)Nc1ccc(Cl)cc1	4.6%	1
Nc1nc(N2CCN(c3ccccc3)CC2)n[nH]1	-2.9%	16
CC(CC(=O)O)CC(=O)Nc1cccc([N+](=O)[O-])c1 (stereo not drawn)	-3.3%	-2
Cc1ccc(N(CC(=O)N/N=C/c2ccco2)S(=O)(=O)c2ccccc2)cc1	7.6%	1

Carrying on.
Molecule	M. tuberculosis GlmU	RmlCD inh 1536
COc1ccc(-c2ccc(-c3noc(C4CCCCC4)n3)c(OC)n2)cc1	.	-3
O=C(O)c1ccccc1C(=O)N1CCN(c2cccc(Cl)c2)CC1	2.3%	-7
CN(C)/C(Cn1cncn1)=C1/N=C(c2c(F)cccc2F)OC1=O	1.5%	.
Cc1oc(-c2ccc(Cl)cc2)nc1CN1CCC(C(=O)NCc2cccs2)CC1	-3.8%	4
Cc1ccc(C(=O)Nc2ccc(Cl)cc2C)c(Cl)c1	-2.5%	-8
C=CCn1c(=O)c2c(nc3n2CC(C)CN3c2cccc(OC)c2)n(C)c1=O (stereo not drawn)	-5.3%	-6
Cc1ccc(S(=O)(=O)N2CCSC2C(=O)O)cc1 (stereo not drawn)	-0.9%	.
CCOC(=O)N/N=C(\C)c1ccc(C)o1	2.2%	-13
O=S(=O)(CCc1ccncc1)Cc1ccc2c3c(cccc13)CC2	9.1%	4
O=C(Nc1ccc2c(c1)OCO2)C1CCCN1C(=O)Nc1cccc(F)c1 (stereo not drawn)	.	-6
COc1ccc(CN=C(N)N=C(N)N)cc1Cl	2.3%	6
Cc1ccc(OCC(O)Cn2c(=N)n(CCN3CCOCC3)c3ccccc32)cc1 (stereo not drawn)	-6.1%	.

2 entries drawn at random from the list so far, as already listed:
Molecule	M. tuberculosis GlmU	RmlCD inh 1536
COc1ccc(-c2ccc(-c3noc(C4CCCCC4)n3)c(OC)n2)cc1	.	-3
Cc1cc(C)n2nc(SCc3cc(=O)oc4cc(C)c(C)cc34)nc2n1	.	5

Continued:
Molecule	M. tuberculosis GlmU	RmlCD inh 1536
CCN(CC)C(=O)CSC(=Nc1ccccc1F)NC#N	1.6%	.
COc1ccccc1/C=C/C=N/NC(=O)Cc1cccn1C	3.8%	-10
Nc1nnc(SCC(=O)Nc2ccc3nc(SCC(=O)Nc4ccccc4)sc3c2)s1	0.9%	-8
COc1ccc(-n2nnnc2SCC(=O)N2CCCC2)cc1OC	4.5%	.
CCCCCCCCSc1nnc(-c2ccc(OC)cc2)o1	7.0%	101
COc1cccc(OCC(=O)NNC(=O)c2ccc(-c3ccccc3)cc2)c1	-2.6%	.
Cn1c(=O)oc2cc(S(=O)(=O)N3CCCC(C(=O)Nc4ccc5c(c4)OCCO5)C3)ccc21 (stereo not drawn)	-3.2%	11
CCN(CC(=O)Nc1ccc2c(c1)OCCO2)S(=O)(=O)c1cccs1	-2.1%	9
Cc1cc(OC(=O)c2ccco2)c2c(C)cc(=O)oc2c1	2.8%	-8
Cc1cccc(OCCC(=O)NCC(c2ccco2)N2CCCCC2)c1 (stereo not drawn)	6.6%	1
CC(C)(C)NC(=O)COC(=O)/C=C/c1ccccc1[N+](=O)[O-]	-5.6%	-6
COc1ccccc1C(=O)NCc1ccccn1	0.2%	-7
C=CCn1c(CCC(O)COCCC)n[nH]c1=S (stereo not drawn)	3.2%	-7
CC(=O)N(/N=C/c1cccc(C)c1)c1nc(-c2ccc(Br)cc2)cs1	4.9%	10
CCS(=O)(=O)c1ccc2oc(Nc3ccc(C(C)C)cc3)nc2c1	5.4%	.
NC(=S)Nc1ccc(F)cc1F	-3.9%	4
Cc1cc(C)c2[nH]c(=O)c(C(c3nnnn3C(C)(C)C)N3CCN(C(=O)c4ccco4)CC3)cc2c1 (stereo not drawn)	0.5%	.
Cc1cc(-c2ccc(C(=O)O)s2)cnc1N	3.5%	0
CCOC(=O)c1cnn2c(C(F)(F)F)cc(-c3ccco3)nc12	-0.2%	15
COc1ccc2cc(C(=O)NCc3ccco3)c(=Nc3ccc(C(=O)O)cc3)oc2c1	3.4%	3
COC(=O)c1ccc(C2/C(=C(/O)c3ccc(OC(C)C)cc3)C(=O)C(=O)N2c2cc(C)on2)cc1 (stereo not drawn)	0.7%	-4
Cc1cc2c(c(=O)o1)C(c1ccc([N+](=O)[O-])o1)C(C#N)=C(N)O2 (stereo not drawn)	0.9%	8
CSc1nnc(-c2ccc(C(F)(F)F)cn2)o1	2.3%	-8
CC1CC(C)CN(C(=O)c2cn(C)c3ccc(S(=O)(=O)N(C)C)cc3c2=O)C1 (stereo not drawn)	2.4%	-10

Complete entries, quoted from the list. Order of screens: M. tuberculosis GlmU, RmlCD inh 1536
`Cc1cc2c(c(=O)o1)C(c1ccc([N+](=O)[O-])o1)C(C#N)=C(N)O2` (stereo not drawn) is entered as 0.9%, 8
`Cc1cc(-c2ccc(C(=O)O)s2)cnc1N` is entered as 3.5%, 0
`CC(=O)N(/N=C/c1cccc(C)c1)c1nc(-c2ccc(Br)cc2)cs1` is entered as 4.9%, 10
`CSc1nnc(-c2ccc(C(F)(F)F)cn2)o1` is entered as 2.3%, -8
`Cc1cc(C)c2[nH]c(=O)c(C(c3nnnn3C(C)(C)C)N3CCN(C(=O)c4ccco4)CC3)cc2c1` (stereo not drawn) is entered as 0.5%, .

The results go on.
Molecule	M. tuberculosis GlmU	RmlCD inh 1536
O=C(COC(=O)c1cc[n+]([O-])cc1)Nc1ccccc1Cl	3.2%	.
CN1C(=O)/C(=C\c2ccncc2)SC1=Nc1ccccc1	0.1%	-8
Cn1c(=O)cc(OCC(=O)N2CCN(c3ccccc3F)CC2)c2ccccc21	-1.8%	12
Cc1ccc(C(=O)NC(=S)Nc2ccc(NC(=O)c3cccs3)cc2)cc1[N+](=O)[O-]	-2.0%	9
Cc1ccc(NC(=O)CSCCc2ccccn2)nc1	4.3%	-7
CCCn1c(=O)c2ccccc2n2c(SCC(=O)c3ccc(CC)cc3)nnc12	7.4%	-12
CCNc1cc(N2CCN(S(=O)(=O)c3ccc4c(c3)CCCC4)CC2)ccc1[N+](=O)[O-]	0.5%	.
CCC(=O)Nc1ccc2nc(C)n(Cc3ccccc3Cl)c(=O)c2c1	-1.7%	.
Cc1ccc(-n2c(-c3ccccc3)n[nH]c2=S)cc1	-3.1%	.
C=CCNC(=O)/C(=C\C=C\c1ccccc1)NC(=O)c1ccc(OCCCC)cc1	-0.9%	-4
COc1ccc(NC(=O)Nc2cc(C)ccc2OC)cc1	-0.7%	-5
C=C(C)CC1Nc2ccccc2NC1CC(=C)C (stereo not drawn)	-6.2%	4
COc1cc(NS(=O)(=O)c2ccc(NC(C)=O)cc2)nc(OC)n1	6.7%	.
CCCNC(=O)c1ccc2c(=O)c(O)c(-c3ccsc3)[nH]c2c1	-1.7%	.
CC(C)OC(=O)c1cc2ccccc2[nH]1	3.9%	.
COc1ccc(Cl)cc1NC(=O)CNCC(c1ccccc1)N(C)C (stereo not drawn)	-3.0%	-4
N#CC1=C2SCN(c3ccccc3)CN2C(=O)CC1c1ccccc1Cl (stereo not drawn)	0.7%	.
COC(=O)c1ccc(NC(=O)CCc2c(C)nc3ncnn3c2C)cc1	-1.1%	-11
CCCC1C(C(=O)OCC)=C(C)NC(C)=C1C(=O)OCC	-0.2%	.
CCC/C(O)=C1\C(=O)CCCC1=NCCCCCC(=O)O	-2.5%	.
O=C(NCC1CCCO1)C(=Cc1cccc([N+](=O)[O-])c1)C(=O)NCC1CCCO1 (stereo not drawn)	-7.3%	.
